NCOA1 inh – inhibits human SRC1 coactivator. HEK293 GAL4-SRC1 luciferase reporter, luminescence. inhibition, % at 3.6 µM. Q15788. 360,000 tested, 0.12% active;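 active = inhibition above the campaign mean plus 3 SD, with each screening campaign given its own cutoff, cut at about 60% in these data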;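 note: 0% = DMSO treated cells and 100% = gossypol at 36 µM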
SRC2 inh – human SRC2 (NCOA2) inhibition; 370,000 tested, 0.17% active; inhibition, % at 9 µM; Q15596; HEK293 GAL4-SRC2 luciferase reporter, luminescence;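 active = inhibition above the mean inhibition of all tested compounds plus 3 SD, set per campaign, cut at about 52% in these data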;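 note: 0% = DMSO treated cells and 100% = cells given Gossypol at 36 µM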
TLR9-MyD88 block – inhibitors of human TLR9-MyD88 binding. 340,000 tested, 0.21% active. Q9NR96+Q99836. inhibition, % at 4.98 µM. CHO BLA complementation TLR9-MyD88, CCF4 FRET ratio;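 active = inhibition above the mean over all tested compounds plus 3 SD, cut at about 21% in these data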;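 note: 0% = DMSO only wells and 100% = clavulanate BLA inhibitor control wells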
MC4R ag barr – human MC4R agonism via beta-arrestin. U2OS MC4R beta-arrestin complementation, luminescence; percent of melanotan II response, DMSO zero. activation, % at 8.9 µM. 360,000 tested, 0.98% active. AID 540308;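 active = activation above a per-plate cutoff, the mean activation of sample wells on that plate plus 3 SD, cut at about 8% in these data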
ABHD5-PLIN5 inh – ABHD5-PLIN5 protein interaction inhibition | Split G. princeps luciferase complementation, luminescence, 4 h | Q00G26+Q8WTS1 | 360,000 tested, 0.78% active | AID 602281 | inhibition, % at 4 µM;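 active = inhibition above the mean inhibition across every tested compound plus 3 SD, cut at about 22% in these data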;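 note: 0% = DMSO only wells and the 100% control is not disclosed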
MC4R antagonist – antagonists of human melanocortin 4 receptor (MC4R). MC4R-expressing cells, MTII-stimulated cAMP, LANCE TR-FRET. P32245. inhibition, % at 6.5 µM. 360,000 tested, 0.48% active;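 active = inhibition above its plate's cutoff, the mean of tested wells on that plate plus 3 SD, cut at about 29% in these data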;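 note: 0% = Melanotan II alone and 100% = Melanotan II plus saturating MCL0020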
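Assay system: human MC4R-expressing U2OS cells; reagent: Melanotan II stimulation of cells; dosing: 6.5 µM single dose; timing: compound 30 min, challenge 1 h, detection 1 h; signal: TR-FRET cAMP assay; replicates: one well per compound, no replicates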
NCOA3 inh – inhibits human SRC3 coactivator | AID 588352 | 360,000 tested, 0.17% active | HEK293 GAL4-SRC3 luciferase reporter, luminescence | inhibition, % at 3.6 µM | Q9Y6Q9;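 active = inhibition above a per-campaign cutoff, the mean of all compounds plus 3 SD, cut at about 60% in these data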;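 note: 0% = DMSO-treated cells and 100% = gossypol-treated cells at 36 µM; higher means less SRC3-driven luciferase light from the GAL4 reporter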
NR5A2 inv ag – NR5A2 inverse agonism in reporter assay. AID 602396. O00482. inhibition, % at 3.6 µM. HEK293T StAR-luciferase reporter, LRH-1 transfected, 24 h. 360,000 tested, 0.13% active;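 active = inhibition above the mean inhibition of all tested compounds plus 3 SD, cut at about 73% in these data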;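 note: 0% = DMSO wells and 100% = reporter-only cells lacking LRH-1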
NR2F2 inh – NR2F2 (human) inhibition, primary screen. 370,000 tested, 0.7% active. AID 686940. P24468. HEK293T NGFI-A luciferase reporter, luminescence. inhibition, % at 8.6 µM;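 active = inhibition above a per-plate cutoff, mean inhibition of test wells between control levels plus 3 SD, cut at about 38% in these data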;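 note: cells cotransfected with COUP-TFII expression vector driving the NGFI-A reporter; 0% = median of COUP-TF2 test wells and 100% = reporter-only cells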
EBV LMP1 NFkB – inhibitors of Epstein-Barr LMP1-induced NF-kappaB reporter. inhibition, % at 12.5 µM. 350,000 tested, 0.69% active. LMP1-induced NF-kappaB luciferase reporter cells, luminescence; in the data active = inhibition above about 41%; inconclusive = no clear call, values can overlap the other calls;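 note: 0% = neutral control wells and 100% = reference inhibitor control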
NOD2-RIPK2 inh – blocks binding of human NOD2 to RIPK2; 360,000 tested, 0.38% active; inhibition, % at 4.98 µM; CHO BLA complementation NOD2-RIPK2, CCF4 ratio; in the data active = inhibition above about 21%;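 note: 0% = vehicle only and 100% = reference blocker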
Numbers without * were called inactive; ? = inconclusive; nt = no result given.

SMILES	NCOA1 inh	SRC2 inh	TLR9-MyD88 block	MC4R ag barr	ABHD5-PLIN5 inh	MC4R antagonist	NCOA3 inh	NR5A2 inv ag	NR2F2 inh	EBV LMP1 NFkB	NOD2-RIPK2 inh
O=C(N/N=C/C(Br)=C/c1ccccc1)NC1CCCCC1	-19	-52	-4	-1.4	-1	12	-27	-22	-16	-140	-1
COc1cccc(NC(=O)CSc2nc(=O)n(CCN(C)C)c3c2CCCC3)c1	-11	-8	4	-0.9	4	-1	-3	4	-2	0	-2
CC(C)Oc1ccc(C(CC(=O)O)NC(=O)Cc2ccccc2)cc1 (configuration not stated)	-17	-5	-5	-1.2	-4	23	9	2	-7	6	-1
COc1ccc(Nc2c3c(c(C#N)c4nc5ccccc5n24)CCC3)cc1	-1	-7	-2	8.0	-4	4	2	1	9	0	-4
COc1ccccc1/C=C/C=N/N1CCN(Cc2ccccc2)CC1	22	4	3	2.0	-1	1	16	9	-2	4	5
CCOc1ccc(S(=O)(=O)Nc2ccc(C(=O)N3CCC3)cc2)cc1	-26	-24	2	-2.4	7	-1	8	5	13	0	8
CCc1nc2c(OCCc3cccc(OC)c3)cccn2c1N(C)C(=O)c1ccc(C)cc1	12	-32	nt	-0.8	3	4	1	10	23	nt	1
CN1C(=O)C(C)(C)N(C(=O)c2cccc([N+](=O)[O-])c2)c2ccccc21	2	13	2	-0.1	-3	-1	-7	0	13	-14	4
COC(=O)c1ccccc1NC(=O)CSc1nnnn1C	-4	2	4	-1.1	2	7	7	-1	-2	?	9
CCOC(=O)C1CCN(C(=O)CCc2c(C)nc3cc(-c4ccccc4)nn3c2C)CC1	-2	50	-1	-0.5	-3	2	-3	8	8	6	-5
COc1ccc(C(=O)OCC(=O)N2CCCCCC2)cc1S(=O)(=O)N1CCOCC1	-1	-17	3	-1.8	0	-3	0	3	-3	-2	-7
CC1CCCN(C(=O)c2ccc3c(=O)n(C4CCCC4)c(=S)[nH]c3c2)C1 (configuration not stated)	12	7	0	-2.3	-2	6	8	20	-2	-3	-8
O=c1c2ccccc2cnn1-c1ccc(Cl)nn1	-27	-25	-1	-3.1	0	1	-31	-1	-14	0	-4
COc1ccccc1NCc1ccc([N+](=O)[O-])s1	1	-7	3	-0.3	-3	-2	13	15	-9	-5	-9
Cc1oc2c(c(C)cc3oc(=O)c(CC(=O)NCCCO)c(C)c32)c1C	5	-14	6	-0.6	2	1	9	-15	1	0	-1
C[C@H](NCCc1ccc(O)cc1)[C@H](O)c1ccc(O)cc1	-56	-25	-7	-0.2	-6	-4	-17	16	-57	-10	-6
O=C(NCCSc1ccc(Cl)cc1)c1ccco1	1	5	3	-0.5	-8	20	11	-11	-13	-9	5
COC(=O)c1ccc(OC(=O)CCN2C(=O)C3C4c5ccccc5C(c5ccccc54)C3C2=O)cc1 (configuration not stated)	5	-4	-4	0.5	-1	5	8	-5	-3	1	-18
CC(C)Cc1nnc(NC(=O)c2ccc3c(c2)OCCO3)s1	-120	-37	-3	-1.6	1	-5	-93	-147	-46	-17	-3
COc1cc2ccccc2cc1C(=O)Nc1nnc(-c2ccncc2)o1	2	20	-3	-0.1	-4	10	7	-22	24	-8	-12
O=C(N/N=C/C(Cl)=C/c1ccccc1)c1cnccn1	-47	-18	2	0.5	8	1	-42	-61	-52	-17	3
Cc1cc(NC(=O)C(C)SCC(=O)N(C)Cc2c(F)cccc2Cl)no1 (configuration not stated)	4	5	-11	-0.8	-4	5	-14	-13	3	-4	-19
CCC(CC)C(=O)Nc1ccc(Sc2ccc([N+](=O)[O-])cc2)cc1	5	11	-7	0.5	-14	0	-1	6	-14	0	-1
CCOc1ccccc1CNC(=O)Cn1nc(C)c2c(C)n(-c3ccc(C)cc3)nc2c1=O	32	nt	9	0.9	3	4	26	38	nt	23	-12
Cn1cccc1C(=O)NC(=O)COC(=O)CC12CC3CC(CC(Br)(C3)C1)C2	1	11	-2	1.5	8	4	14	6	-1	19	5

Later entries.
SMILES	NCOA1 inh	SRC2 inh	TLR9-MyD88 block	MC4R ag barr	ABHD5-PLIN5 inh	MC4R antagonist	NCOA3 inh	NR5A2 inv ag	NR2F2 inh	EBV LMP1 NFkB	NOD2-RIPK2 inh
CCN(CC)CCN(C(=O)c1ccc2c(c1)OCCO2)c1nc2cc(C)cc(C)c2s1	7	-23	7	-1.2	8	-3	21	6	-26	1	4
Cc1cccc2cc(CN(CC3CCCO3)C(=O)c3ccco3)c(=O)[nH]c12 (configuration not stated)	7	-4	8	0.1	5	12	-14	-5	-4	0	-3
O=C(Nc1ccc(Cl)cn1)c1cc2c(s1)-c1ccccc1OC2	-30	-28	-6	9.8*	-1	7	-42	-6	-10	-11	-7
COc1ccc(N(CC(=O)NC2CCCCCC2)S(=O)(=O)c2ccccc2)cc1Cl	-57	-15	-8	-3.4	-7	11	-23	-18	1	-2	14
Cc1ccc(NC(=O)COC(=O)CN2CSCC2=O)cc1C	-1	-16	-7	-0.9	2	-3	11	-1	15	-6	2
O=C(CN1C(=O)C2CC=CCC2C1=O)OCCN1C(=O)c2ccccc2C1=O (configuration not stated)	-6	-12	6	-1.5	-3	5	-39	-1	6	2	-13
Cc1ccc(OC[C@H](O)[C@H](C)NC(C)C)c2c1CCC2	1	-35	-4	1.4	8	1	-2	3	-4	3	-6
O=C(Nc1ccc(Cl)cc1C(=O)NCC1CCCO1)c1ccco1 (configuration not stated)	-2	0	-7	-1.7	0	15	4	26	-17	-3	5
O=CN1CCC(=O)N(Cc2ccccc2)c2ccccc21	3	-10	-4	-0.8	0	-4	8	18	3	5	-3
COc1ccc(CC2(CO)CCN(S(=O)(=O)c3c(C)nn(C)c3Cl)CC2)cc1	-6	11	-9	-3.2	-5	6	-9	-13	-23	7	-12
CC(=O)O[C@H]1CC[C@@]2(C)[C@@H](CC[C@@H]3[C@@H]2CC[C@]2(C)[C@@H](C(C)(C)O)C[C@@H]32)C1	1	4	5	-0.7	-6	0	-1	4	-4	2	-3
COc1ccc(N2CCN(Cc3cc(=O)oc4cc5c(cc34)CCCC5)CC2)cc1	0	-12	1	-2.0	0	15	-7	-14	-4	-31	-1
CC(=O)Nc1ccc(S(=O)(=O)NCCC(=O)OCC(=O)c2ccc(F)c(F)c2)cc1	4	-10	-2	-4.7	1	28	7	6	-14	2	-5
CC1C(c2ccccc2)N(C)C(c2ccccc2)C(C)C1(O)C#Cc1ccccc1 (configuration not stated)	11	0	0	1.9	-25	4	-17	4	-5	-6	-10
CNC(=O)CN(c1ccc(F)cc1)S(=O)(=O)c1cc(C)ccc1OC	-2	-2	2	-2.9	-7	6	0	16	8	-19	1
CSc1nnc(-c2cc(Br)ccc2N=Cc2c(C)[nH]n(-c3ccccc3)c2=O)c(=O)[nH]1	-1	14	7	-1.0	-1	8	5	10	8	2	7
CC(C)NC(=O)NCCCCCCS(C)=O (configuration not stated)	-31	6	-3	1.9	0	6	15	9	-5	-6	-11
Cc1ccc(C(=O)Nc2nnc(CC(=O)N/N=C/c3ccncc3)s2)cc1	-47	-20	-5	3.3	3	5	-45	-69	-15	-6	-14
CCOc1cc(N2CCOCC2)c(OCC)cc1NC(=O)c1ccc(S(C)(=O)=O)cc1	-9	15	-2	0.6	-1	-1	9	-4	-11	16	6

13 entries from above, with values ahead of the structure.
NCOA1 inh	SRC2 inh	TLR9-MyD88 block	MC4R ag barr	ABHD5-PLIN5 inh	MC4R antagonist	NCOA3 inh	NR5A2 inv ag	NR2F2 inh	EBV LMP1 NFkB	NOD2-RIPK2 inh	SMILES
-1	-16	-7	-0.9	2	-3	11	-1	15	-6	2	Cc1ccc(NC(=O)COC(=O)CN2CSCC2=O)cc1C
-6	-12	6	-1.5	-3	5	-39	-1	6	2	-13	O=C(CN1C(=O)C2CC=CCC2C1=O)OCCN1C(=O)c2ccccc2C1=O (configuration not stated)
1	-35	-4	1.4	8	1	-2	3	-4	3	-6	Cc1ccc(OC[C@H](O)[C@H](C)NC(C)C)c2c1CCC2
-2	0	-7	-1.7	0	15	4	26	-17	-3	5	O=C(Nc1ccc(Cl)cc1C(=O)NCC1CCCO1)c1ccco1 (configuration not stated)
3	-10	-4	-0.8	0	-4	8	18	3	5	-3	O=CN1CCC(=O)N(Cc2ccccc2)c2ccccc21
-6	11	-9	-3.2	-5	6	-9	-13	-23	7	-12	COc1ccc(CC2(CO)CCN(S(=O)(=O)c3c(C)nn(C)c3Cl)CC2)cc1
1	4	5	-0.7	-6	0	-1	4	-4	2	-3	CC(=O)O[C@H]1CC[C@@]2(C)[C@@H](CC[C@@H]3[C@@H]2CC[C@]2(C)[C@@H](C(C)(C)O)C[C@@H]32)C1
0	-12	1	-2.0	0	15	-7	-14	-4	-31	-1	COc1ccc(N2CCN(Cc3cc(=O)oc4cc5c(cc34)CCCC5)CC2)cc1
4	-10	-2	-4.7	1	28	7	6	-14	2	-5	CC(=O)Nc1ccc(S(=O)(=O)NCCC(=O)OCC(=O)c2ccc(F)c(F)c2)cc1
11	0	0	1.9	-25	4	-17	4	-5	-6	-10	CC1C(c2ccccc2)N(C)C(c2ccccc2)C(C)C1(O)C#Cc1ccccc1 (configuration not stated)
-2	-2	2	-2.9	-7	6	0	16	8	-19	1	CNC(=O)CN(c1ccc(F)cc1)S(=O)(=O)c1cc(C)ccc1OC
-1	14	7	-1.0	-1	8	5	10	8	2	7	CSc1nnc(-c2cc(Br)ccc2N=Cc2c(C)[nH]n(-c3ccccc3)c2=O)c(=O)[nH]1
-31	6	-3	1.9	0	6	15	9	-5	-6	-11	CC(C)NC(=O)NCCCCCCS(C)=O (configuration not stated)

Taken from above.
`Cc1cccc2cc(CN(CC3CCCO3)C(=O)c3ccco3)c(=O)[nH]c12` (configuration not stated) – EBV LMP1 NFkB: 0
`O=C(Nc1ccc(Cl)cn1)c1cc2c(s1)-c1ccccc1OC2` – NR2F2 inh: -10

Bioassay records: PubChem BioAssay, several laboratories

Some of the compounds tested. The share of hits here may be higher or lower than overall.
